Screening results from PubChem.
Mdm2-MdmX inh: inhibitors of human Mdm2-MdmX association, primary screen, cell-based, luminescence, split luciferase, SaOS-2, uHTS. Protein Mdm4 (Homo sapiens) + E3 ubiquitin-protein ligase Mdm2 (Homo sapiens), …. SaOS-2 split-luciferase Mdm2/MdmX complementation. inhibition, % at 8 µM. hit rate 3% among 330,000. AID 485346, 2010;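 active = inhibition of at least 50% at 8 µM in the primary screen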
Target sequence (O15151 whole entry, looked up): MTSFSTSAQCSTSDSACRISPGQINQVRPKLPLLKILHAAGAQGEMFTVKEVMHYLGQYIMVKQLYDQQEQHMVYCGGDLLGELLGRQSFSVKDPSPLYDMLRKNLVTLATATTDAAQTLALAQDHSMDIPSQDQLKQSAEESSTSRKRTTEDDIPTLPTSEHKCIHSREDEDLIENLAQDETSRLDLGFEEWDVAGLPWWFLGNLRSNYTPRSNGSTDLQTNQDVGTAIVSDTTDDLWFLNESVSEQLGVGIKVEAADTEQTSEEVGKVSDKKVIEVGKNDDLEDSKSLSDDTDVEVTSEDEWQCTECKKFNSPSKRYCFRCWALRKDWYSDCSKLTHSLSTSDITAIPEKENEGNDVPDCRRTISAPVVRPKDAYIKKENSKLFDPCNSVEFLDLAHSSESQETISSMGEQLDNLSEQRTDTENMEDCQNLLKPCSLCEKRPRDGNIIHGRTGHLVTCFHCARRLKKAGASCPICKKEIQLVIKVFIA
Target sequence (Q00987 whole entry, looked up): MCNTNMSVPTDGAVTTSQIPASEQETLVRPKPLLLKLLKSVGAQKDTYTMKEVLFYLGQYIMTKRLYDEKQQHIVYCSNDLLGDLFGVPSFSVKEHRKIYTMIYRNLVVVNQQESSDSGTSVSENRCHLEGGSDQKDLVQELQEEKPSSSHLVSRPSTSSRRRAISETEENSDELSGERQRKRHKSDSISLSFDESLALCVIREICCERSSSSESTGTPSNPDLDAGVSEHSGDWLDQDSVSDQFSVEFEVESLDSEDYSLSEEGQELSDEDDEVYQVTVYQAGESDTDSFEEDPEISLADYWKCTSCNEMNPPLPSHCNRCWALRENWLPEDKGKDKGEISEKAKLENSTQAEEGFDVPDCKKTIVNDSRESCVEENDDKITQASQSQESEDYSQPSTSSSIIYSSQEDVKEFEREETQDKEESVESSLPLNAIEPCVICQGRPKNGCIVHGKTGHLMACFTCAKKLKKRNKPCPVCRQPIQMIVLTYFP
UPR XBP1 act: activators of adaptive XBP1 UPR arm, primary screen, cell-based, CHO-XBP1 luciferase reporter, luminescence, uHTS; IRE1-XBP1 UPR activation; percent of tunicamycin response, DMSO as zero; activation, % at 20 µM; hit rate 0.33% among 330,000;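 active = versus positive control, 20 µM dose yields 30% or more activation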;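 also: 100% = tunicamycin at 10 µg/mL and 0% = DMSO only wells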
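Material: IRE1-XBP1 luciferase reporter CHO line / Quantity: one thousand reporter cells per well / Buffer or medium: F12 with 10% serum / Compound: 20 µM single concentration, DMSO 1% / Times: 6 h treatment, 37 °C / Detection: Steady-Glo luciferase glow luminescence, 10 min after reagent addition / Benchmarks: tunicamycin high, DMSO low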
APJ agonist: agonists of human apelin receptor APJ, primary screen, CHO-K1 cells, PathHunter beta-arrestin, luminescence; P35414; 0% DMSO wells, 100% apelin; activation, % at 20 µM; hit rate 0.11% among 330,000; AID 2520, 2010;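 active = activation more than six SD over the plate average, tested at 20 µM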;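 also: 0% = DMSO alone and 100% = apelin-13 at 10 nM; some results filed as inactive read as strong as hits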
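Material: CHO-K1 APJ beta-arrestin complementation cell line; Input: cell density 1000 per well; Incubation: compound stimulation 90 min at 25 °C, detection 60 min; Signal: luminescence from split beta-galactosidase complementation, Galacton Star/Emerald II substrate; Controls: DMSO-only wells as negative, 10 nM Apelin-13 as positive control.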
UPR CHOP act: activators of apoptotic CHOP UPR arm, primary screen, cell-based, CHO-CHOP luciferase reporter, luminescence, uHTS; UPR activation; percent of tunicamycin response over DMSO baseline; activation, % at 10 µM; hit rate 0.34% among 330,000; AID 449763, 2010;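 active = at 10 µM dose, activation of 40% or more, normalized to positive control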;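 also: 100% = tunicamycin at 10 µg/mL and 0% = DMSO alone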
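System: CHO-CHOP luciferase reporter cell line; amount: 500 cells/well; buffer or medium: F12 medium containing 10% fetal bovine serum; incubation: 6 h compound exposure at 37 °C after overnight seeding; measured by: luciferase luminescence after 10 min with Steady-Glo reagent; evaluation: % reporter activation, DMSO baseline versus tunicamycin full activation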
697 NFkB inh: inhibitors of PMA/ionomycin-induced NF-kB reporter, 697 cells, primary screen, B-cell NF-kB inhibitor project, cell-based, luminescence, uHTS; 697 B-cell NF-kB luciferase reporter, 16 h; inhibition, % at 4 µM; hit rate 0.33% among 330,000; AID 435022, 2010; in the data active = inhibition above about 35%
tim23-1 inh: growth inhibitors of tim23-1 mutant yeast, primary screen, luminescence, uHTS | hit rate 1.3% among 330,000 | inhibition, % at 20 µM | S. cerevisiae tim23-1 growth, BacTiter-Glo luminescence, 24 h;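 active = growth inhibition of the mutant yeast at or above 50%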;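 also: temperature-sensitive mutant grown at 25 °C; plate controls were DMSO-treated mutant yeast for no effect and medium wells lacking yeast for full effect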
APJ antagonist: antagonists of human apelin receptor APJ, primary screen, CHO-K1 cells, beta-arrestin complementation, luminescence | inhibition, % at 20 µM | hit rate 0.32% among 330,000;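 active = inhibition above about 40% at 20 µM, limit read from the data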;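 also: cells challenged with 10 nM apelin-13 agonist together with compound; plate controls were apelin-13 plus DMSO wells for no effect and DMSO wells lacking apelin-13 for full effect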
Jurkat NFkB inh: inhibitors of induced NF-kB luciferase reporter, primary screen, TCR NF-kB activation inhibitor project, cell-based, luminescence, uHTS. Jurkat, PMA/ionomycin-induced NF-kB luciferase reporter. inhibition, % at 4 µM. hit rate 0.53% among 330,000. AID 435003, 2010; in the data active = inhibition above about 50%
An asterisk follows results filed as active.

[1] COc1ccc(Cl)cc1NC(=O)CSc1cccc[n+]1[O-]
[2] COc1cccc(NC(=O)CN(C)C(=O)c2cc(-c3ccc(C)o3)nc3ccccc23)c1
[3] CC(Sc1ccccc1)C(=O)N1CCN(S(=O)(=O)c2ccccc2)CC1 (configuration not stated)
[4] CCCN1CCN(C(=O)c2cc(COc3ccc(F)c(F)c3)on2)CC1
[5] COc1ccc(NC(=O)/C=C/c2cc(Br)ccc2OC)cc1
[6] CN1CCC(=O)N([C@H](CO)c2ccccc2)CC1
[7] CCCCCCc1c(O)nc(SCCN2CCOCC2)[nH]c1=O
[8] Cc1cc(/C([O-])=C(/C(=S)Nc2ccc(F)cc2)[n+]2ccccc2)c(C)n1Cc1ccccc1Cl

assay / entry	1	2	3	4	5	6	7	8
Mdm2-MdmX inh	5	-3	-8	-6	-13	25	12	6
UPR XBP1 act	-1	-2	-8	-1	2	0	-2	-5
APJ agonist	-6	0	-1	12	5	-3	0	-3
UPR CHOP act	-0.4	2.3	-0.1	5.8	-0.8	2.4	-1.9	-0.4
697 NFkB inh	-15	4	18	-22	-29	7	-3	-4
tim23-1 inh	9	26	19	16	18	-11	14	28
APJ antagonist	5	3	3	-1	-28	-2	9	1
Jurkat NFkB inh	-7	-12	-9	-23	-33	-1	-4	5

[9] CN(C)S(=O)(=O)c1ccc(C(=O)Nc2cc(S(=O)(=O)Nc3ccccc3Cl)ccc2N2CCCCC2)cc1
[10] C/C(=N\NC(=O)c1ccncc1)c1cc2ccccc2o1
[11] C/C(CC1CC(C)(C)OC1=O)=N\NC(N)=S (configuration not stated)
[12] O=C(Cc1cccs1)Nc1ccc(S(=O)(=O)N2CCCCC2)cc1
[13] COC(=O)c1c(NC(=O)/C=C/c2ccco2)sc2c1CCC2
[14] Cc1ccc2ccccc2c1NC(=O)Cn1nnc(-c2cccnc2)n1
[15] COc1ccc(-c2nnn(CC(=O)N(Cc3ccc(F)cc3)C(C(=O)NC3CCCC3)c3ccc(F)cc3)n2)cc1 (configuration not stated)
[16] CCCOc1ccccc1C(=O)Nc1ccc(S(=O)(=O)N2CCN(C)CC2)cc1

assay / entry	9	10	11	12	13	14	15	16
Mdm2-MdmX inh	37	25	27	16	-2	17	75*	7
UPR XBP1 act	-2	2	-2	0	0	0	1	-1
APJ agonist	-1	-4	-1	-3	0	-1	-1	-2
UPR CHOP act	1.6	115*	5.0	-1.7	2.0	0.9	6.5	-3.0
697 NFkB inh	-13	6	14	7	-12	2	19	-14
tim23-1 inh	13	-6	-11	20	4	-7	-27	19
APJ antagonist	-12	27	7	7	2	-1	15	-3
Jurkat NFkB inh	-11	-2	9	17	3	11	17	0

[17] CC(=O)c1cccc(NC(=O)c2ccc(NC(=O)CCS(=O)(=O)c3cccs3)cc2)c1
[18] COC(=O)c1nn(-c2ccccc2)c(Sc2ccccc2)c1/C=N/O
[19] COc1cc(OC)cc(-n2nnnc2SCC(=O)NCc2cccs2)c1
[20] O=c1c2ccccc2nc(SCc2nc3ccccc3s2)n1CCCO
[21] CN(C)c1ccc(C(=O)NCc2ccc3c(c2)OCO3)cc1
[22] Cn1c(N)c(C(=O)COC(=O)COc2cc(Cl)c(Cl)cc2Cl)c(=O)n(C)c1=O
[23] CC(C)(C)Sc1ccc([N+](=O)[O-])cc1C(=O)Nc1ccncc1
[24] O=C(O)c1ccc(N2C(=O)CCCC2=O)cc1

assay / entry	17	18	19	20	21	22	23	24
Mdm2-MdmX inh	41	-20	3	-50	23	0	14	10
UPR XBP1 act	-4	-1	-3	16	-3	-3	2	-3
APJ agonist	4	-1	-3	-4	0	-3	6	-1
UPR CHOP act	-2.4	-2.7	-1.4	7.6	1.1	0.1	0.4	-1.5
697 NFkB inh	-6	-8	19	-122	-49	8	-13	8
tim23-1 inh	-24	22	13	26	-11	6	17	-2
APJ antagonist	-12	-26	11	4	-9	-1	-14	3
Jurkat NFkB inh	-16	-17	7	-76	-43	10	-18	4

[25] COc1ccc(-c2csc(/C(C#N)=C\c3ccc(O)c([N+](=O)[O-])c3)n2)cc1OC
[26] COc1ccc(-n2cc(CN(C)C(C)c3ccncn3)c(-c3cccc(F)c3)n2)cc1 (configuration not stated)
[27] O=C(COc1ccccc1C(=O)NCC1CCCO1)Nc1ccc(Cl)cc1Cl (configuration not stated)
[28] CN(CCc1ccccn1)C(=O)CCC1CCCN(C(=O)c2cccc(N(C)C)c2)C1 (configuration not stated)
[29] CCC(C)(C)C1CCC2(CC1)NC(=O)N(CC(=O)N(C)Cc1ccc3c(c1)OCCO3)C2=O (configuration not stated)
[30] COc1ccc(OC)c(C(C)NC(=O)C23CC4CC(CC(C4)C2)C3)c1 (configuration not stated)
[31] COC(=O)C1=C(N)Oc2cc(C)n(Cc3ccco3)c(=O)c2C1c1cccc(Cl)c1 (configuration not stated)
[32] O=C(Oc1cccc2c(OC(=O)N3CCCC3)cccc12)N1CCCC1

assay / entry	25	26	27	28	29	30	31	32
Mdm2-MdmX inh	53*	9	18	1	8	26	-27	-3
UPR XBP1 act	5	-1	-2	-1	2	-6	-5	-1
APJ agonist	-8	4	-1	-3	-2	-3	-4	-1
UPR CHOP act	1.3	0.8	-2.0	3.1	2.3	-2.3	-3.4	-1.0
697 NFkB inh	-14	-9	1	18	-12	11	16	-2
tim23-1 inh	1	20	14	12	20	38	26	27
APJ antagonist	23	-10	-19	-1	-3	14	15	-11
Jurkat NFkB inh	-9	-10	-12	1	18	10	-12	3

[33] Cc1cc(C(=O)CSc2n[nH]c(N)n2)c(C)n1-c1ccc(F)cc1
[34] O=C(NN=Cc1ccccc1OC(F)F)c1cccc(S(=O)(=O)N2CCCC2)c1
[35] CC1(c2ccccc2)NC(=O)N(CC(=O)N2CC(=O)Nc3ccccc32)C1=O (configuration not stated)
[36] Oc1cccc(/C=N/Nc2cc(N3CCOCC3)nc(N3CCOCC3)n2)c1
[37] COc1ccc2[nH]cc(S(=O)(=O)c3ccc(C(C)C)cc3)c(=O)c2c1
[38] O=C(Cn1ccc2ccccc2c1=O)NCC1COc2ccccc2O1 (configuration not stated)
[39] O=C(CNC(=O)Cc1ccccc1)N=Nc1c(O)[nH]c2ccc(Br)cc12
[40] CCN(CC)S(=O)(=O)c1cccc(C(=O)N[C@H](C(=O)NCc2ccc(Cl)cc2)C(C)C)c1

assay / entry	33	34	35	36	37	38	39	40
Mdm2-MdmX inh	18	22	-7	48	6	5	38	25
UPR XBP1 act	4	-2	-4	4	-2	0	-2	-1
APJ agonist	0	-3	-7	-1	-2	-4	-3	-3
UPR CHOP act	4.6	-1.6	-0.2	4.2	-0.7	12	-0.3	-2.3
697 NFkB inh	-73	0	12	18	15	-41	-2	10
tim23-1 inh	-1	19	2	-16	5	-6	-3	-1
APJ antagonist	-3	2	5	-12	-9	1	4	-2
Jurkat NFkB inh	-16	2	-4	-32	2	5	-11	-8

[41] COc1ccc(CCNC(=O)C(=O)NCC2OCCN2S(=O)(=O)c2ccc(C)cc2)cc1 (configuration not stated)
[42] CCc1ccccc1N(C)S(=O)(=O)c1ccc2[nH]cc(C(=O)N3CCc4ccccc43)c(=O)c2c1
[43] O=C(OCC(=O)N1CCCc2ccccc21)c1ccc(S(=O)(=O)C(F)F)cc1
[44] COc1ccc(NC(=O)Nc2cccnc2)c(OC)c1
[45] Cc1ccc(S(=O)(=O)Nc2cccc(C(=O)NC3CCN(Cc4ccccc4)CC3)c2)cc1F
[46] Cc1c(C(c2ccc(F)cc2)c2c(C)n(C)n(-c3ccccc3)c2=O)c(=O)n(-c2ccccc2)n1C
[47] N=c1c(-c2nc3ccccc3[nH]2)cc(C(=O)c2cccs2)nn1-c1ccccc1
[48] COc1ccc(S(=O)(=O)N2CCCC(C(=O)NC3CCCC3)C2)cc1OC (configuration not stated)

assay / entry	41	42	43	44	45	46	47	48
Mdm2-MdmX inh	31	3	20	0	12	11	56*	-13
UPR XBP1 act	0	-1	-1	-2	-2	-2	4	-3
APJ agonist	-4	-2	-4	-3	18	-3	-10	0
UPR CHOP act	2.8	-0.4	0.0	0.5	-1.8	4.3	3.5	1.3
697 NFkB inh	5	-2	7	10	-45	-1	-33	-8
tim23-1 inh	16	0	17	4	4	9	3	5
APJ antagonist	0	-3	8	7	-58	-13	13	10
Jurkat NFkB inh	11	-7	-2	-10	19	-2	-17	7

Some of the entries so far, in markdown.
| nr | Molecule | Mdm2-MdmX inh | UPR XBP1 act | APJ agonist | UPR CHOP act | 697 NFkB inh | tim23-1 inh | APJ antagonist | Jurkat NFkB inh |
| --- | --- | --- | --- | --- | --- | --- | --- | --- | --- |
| 19 | COc1cc(OC)cc(-n2nnnc2SCC(=O)NCc2cccs2)c1 | 3 | -3 | -3 | -1.4 | 19 | 13 | 11 | 7 |
| 20 | O=c1c2ccccc2nc(SCc2nc3ccccc3s2)n1CCCO | -50 | 16 | -4 | 7.6 | -122 | 26 | 4 | -76 |
| 21 | CN(C)c1ccc(C(=O)NCc2ccc3c(c2)OCO3)cc1 | 23 | -3 | 0 | 1.1 | -49 | -11 | -9 | -43 |
| 22 | Cn1c(N)c(C(=O)COC(=O)COc2cc(Cl)c(Cl)cc2Cl)c(=O)n(C)c1=O | 0 | -3 | -3 | 0.1 | 8 | 6 | -1 | 10 |
| 23 | CC(C)(C)Sc1ccc([N+](=O)[O-])cc1C(=O)Nc1ccncc1 | 14 | 2 | 6 | 0.4 | -13 | 17 | -14 | -18 |
| 24 | O=C(O)c1ccc(N2C(=O)CCCC2=O)cc1 | 10 | -3 | -1 | -1.5 | 8 | -2 | 3 | 4 |
| 25 | COc1ccc(-c2csc(/C(C#N)=C\c3ccc(O)c([N+](=O)[O-])c3)n2)cc1OC | 53* | 5 | -8 | 1.3 | -14 | 1 | 23 | -9 |
| 26 | COc1ccc(-n2cc(CN(C)C(C)c3ccncn3)c(-c3cccc(F)c3)n2)cc1 (configuration not stated) | 9 | -1 | 4 | 0.8 | -9 | 20 | -10 | -10 |

Additional entries
[49] CN(Cc1nc(-c2ccccc2)no1)C1CCOCC1
[50] CN1CCN(C(=O)/C=C/c2ccc(Cl)cc2)CC1
[51] COc1ccc(C2=NS(=O)(=O)N(C)C(C(=O)Nc3ccc4c(c3)OCO4)=C2)cc1OC
[52] Cc1c(NC(=O)CSc2nnnn2-c2ccc(C(=O)O)cc2)c(=O)n(-c2ccccc2)n1C
[53] Cc1nn(-c2ccccc2)c(N2CCCC2)c1/C=N/NC(=O)c1cc(-c2cccnc2)nc2ccccc12
[54] O=C(Nc1ccc2c(c1)OCCO2)c1ccc(S(=O)(=O)N2CCCCC2)cc1
[55] NS(=O)(=O)c1ccc(CCN=Cc2ccccc2O)cc1

assay / entry	49	50	51	52	53	54	55
Mdm2-MdmX inh	-25	-17	22	11	56*	4	-17
UPR XBP1 act	-1	-3	-1	1	8	-3	-1
APJ agonist	-1	0	-3	-2	-1	2	3
UPR CHOP act	4.1	1.5	2.3	-0.1	1.4	3.8	0.9
697 NFkB inh	-30	-1	3	20	29	-41	12
tim23-1 inh	-6	-1	12	0	9	42	18
APJ antagonist	14	15	-23	-5	-13	8	6
Jurkat NFkB inh	-44	-5	4	9	7	-28	14
